Screening results as filed in PubChem.
CHO-K1 Ca ag: counter-screen for M1 agonists: effect in parental CHO-K1 cells; Fluo-8 calcium fluorescence; scaled to maximal ATP response, vehicle zero; activation, % at 3 µM; 360,000 tested, 0.48% active; AID 602248, 2012; in the data active = activation above about 15%;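 also: untransfected CHO-K1 host cells lacking M1 receptor as counterscreen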
M5 antag: human M5 muscarinic receptor antagonists, primary screen, CHO cells, Fluo-8 calcium fluorescence; Muscarinic acetylcholine receptor M5 (Homo sapiens), P08912; CHO-hM5 cells, ACh EC80; inhibition, % at 3 µM; 360,000 tested, 0.59% active;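 active = inhibition above a per-plate cutoff, the mean of that plate's test compounds plus 3 SD, cut at about 27% in these data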;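 also: 0% = acetylcholine EC80 with DMSO and 100% = DMSO without agonist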
Target sequence (P08912 whole entry, looked up): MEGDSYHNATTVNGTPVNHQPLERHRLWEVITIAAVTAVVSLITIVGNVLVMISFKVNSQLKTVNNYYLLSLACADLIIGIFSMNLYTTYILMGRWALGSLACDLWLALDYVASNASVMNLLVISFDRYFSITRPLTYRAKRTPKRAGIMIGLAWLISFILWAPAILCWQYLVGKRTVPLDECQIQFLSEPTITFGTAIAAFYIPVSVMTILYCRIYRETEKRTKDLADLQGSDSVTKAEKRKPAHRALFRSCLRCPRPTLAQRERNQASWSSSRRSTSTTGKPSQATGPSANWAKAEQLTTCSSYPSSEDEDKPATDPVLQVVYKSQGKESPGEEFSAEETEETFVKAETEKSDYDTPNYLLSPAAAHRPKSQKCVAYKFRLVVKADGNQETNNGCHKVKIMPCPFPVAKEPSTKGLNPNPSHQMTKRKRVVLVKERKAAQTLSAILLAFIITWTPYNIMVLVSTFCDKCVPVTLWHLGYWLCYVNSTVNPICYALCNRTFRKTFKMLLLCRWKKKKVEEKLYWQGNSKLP
CHO-K1 Ca antag: counter-screen for M1 antagonists: effect in parental CHO-K1 cells. ATP-induced calcium, Fluo-8 fluorescence. AID 602250. inhibition, % at 3 µM. 360,000 tested, 0.6% active;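 active = inhibition above a per-plate cutoff, the plate's mean sample inhibition plus 3 SD, cut at about 24% in these data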;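 also: 0% = DMSO plus EC80 ATP and 100% = DMSO alone without ATP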
CHRM5 agonist: human M5 muscarinic receptor agonists, primary screen, CHO-K1 cells, Fluo-8 calcium fluorescence; AID 624037, 2012; CHO-K1 hM5 cells; 0% DMSO wells, 100% maximal acetylcholine response; Muscarinic acetylcholine receptor M5 (Homo sapiens), P08912; 360,000 tested, 0.19% active; activation, % at 3 µM;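 active = activation above the run's mean over test compounds plus 3 SD, cut at about 23% in these data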;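 also: signal is peak over basal fluorescence ratio across the kinetic read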
CHRM5 PAM: human M5 muscarinic receptor positive allosteric modulators, primary screen, CHO-K1 cells, Fluo-8 calcium fluorescence; Muscarinic acetylcholine receptor M5 (Homo sapiens), P08912; CHO-K1 hM5, ACh EC20 PAM; 0% = ACh EC20, 100% = ACh EC100; activation, % at 3 µM; 360,000 tested, 0.3% active; AID 624038, 2012;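 active = activation above the run cutoff, the mean activation of all test compounds plus 3 SD, cut at about 18% in these data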
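System: CHO-K1 hM5 cells. Reagent: acetylcholine, EC20 level. Compound dosing: single dose, 3 µM nominal final test concentration. Timing: Post-acetylcholine fluorescence recording 140 s. Detection: Fluo-8 calcium fluorescence. Read-out: % activation, ACh-normalized. Benchmarks: ACh EC20 and EC100 wells. Repeats: singlicate, one well per test compound.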
M4 PAM: human M4 muscarinic receptor positive allosteric modulators, primary screen, CHO-K1 cells, Fluo-8 calcium fluorescence | activation, % at 3 µM | 360,000 tested, 0.4% active | Muscarinic acetylcholine receptor M4 (Homo sapiens), P08173 | CHO-K1 hM4/Gqi5, ACh EC20; 0% = ACh EC20, 100% = maximal ACh | AID 624126, 2012;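 active = activation above its plate's cutoff, the mean activation of sample wells plus 3 SD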; also: some results filed as inactive read as strong as hits
Target sequence (P08173 whole entry, looked up): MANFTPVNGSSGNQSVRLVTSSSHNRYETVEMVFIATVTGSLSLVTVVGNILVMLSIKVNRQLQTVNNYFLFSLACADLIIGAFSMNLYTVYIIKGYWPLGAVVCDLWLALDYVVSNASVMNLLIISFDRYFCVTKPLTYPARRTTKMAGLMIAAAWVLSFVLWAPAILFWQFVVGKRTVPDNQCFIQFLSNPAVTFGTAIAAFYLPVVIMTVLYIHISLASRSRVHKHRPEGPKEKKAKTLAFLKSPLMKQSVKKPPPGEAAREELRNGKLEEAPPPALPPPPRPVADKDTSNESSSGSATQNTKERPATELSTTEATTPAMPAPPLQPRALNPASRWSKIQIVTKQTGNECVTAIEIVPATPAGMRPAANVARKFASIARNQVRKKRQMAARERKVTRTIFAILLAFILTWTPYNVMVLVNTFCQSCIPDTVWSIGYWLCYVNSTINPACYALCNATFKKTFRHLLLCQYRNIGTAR
CHRM4 antagonist: human M4 muscarinic receptor antagonists, primary screen, CHO cells, Fluo-8 calcium fluorescence; Muscarinic acetylcholine receptor M4 (Homo sapiens), P08173; CHO-hM4 cells, ACh EC80; inhibition, % at 3 µM; 360,000 tested, 0.73% active; AID 624125, 2012;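 active = inhibition above its plate's cutoff, the mean inhibition of sample wells plus 3 SD, cut at about 27% in these data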;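 also: 0% = acetylcholine EC80 with DMSO and 100% = DMSO without agonist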
CHO-K1 Ca PAM: nonselective calcium activators in parental CHO-K1 cells, primary screen, counter-screen for M1 PAM project, cell-based, Fluo-8 calcium fluorescence, full deck, 1536-well; ATP EC20; 0% at ATP EC20, 100% at ATP max; activation, % at 3 µM; 360,000 tested, 0.02% active; AID 602247, 2012;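 active = activation above the run cutoff, the mean activation of all test compounds plus 3 SD, cut at about 40% in these data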;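 also: peak over basal fluorescence ratio in a 140 s read after ATP addition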
CHRM4 agonist: human M4 muscarinic receptor agonists, primary screen, CHO-K1 cells, Fluo-8 calcium fluorescence. 360,000 tested, 0.14% active. CHO-K1 hM4/Gqi5; vehicle 0%, full acetylcholine response 100%. AID 624127, 2012. Muscarinic acetylcholine receptor M4 (Homo sapiens), P08173. activation, % at 3 µM;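 active = activation above the run mean over all test wells plus 3 SD, cut at about 32% in these data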;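 also: peak over basal fluorescence ratio per well then scaled between controls; 0% = DMSO wells and 100% = acetylcholine at EC100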
Active calls of the source: *.

SMILES	CHO-K1 Ca ag	M5 antag	CHO-K1 Ca antag	CHRM5 agonist	CHRM5 PAM	M4 PAM	CHRM4 antagonist	CHO-K1 Ca PAM	CHRM4 agonist
CC12CCC(=O)N1C(C(=O)Nc1cc(S(=O)(=O)N3CCCCCC3)ccc1OCC(F)(F)F)CS2 (centres undefined)	0.7	-2	-8	-4	3	-3	-8	6	4
CCOC(=O)C1CCN(c2nc(-c3ccccc3)nc3c2oc2ccccc23)CC1	1.0	1	-10	-1	-1	10	-2	23	0
CSCCC1NC(=O)N(CC(=O)N2CCc3ccccc3C2)C1=O (centres undefined)	0.5	-5	-20	2	10	12	-7	-2	1
COc1cc(CNCCc2ccc(S(N)(=O)=O)cc2)ccc1OCC(=O)NC(C)(C)C	0.0	-1	-2	-4	5	-5	0	20	1
CN1Cc2c(N3CCOCC3)nc(SCCC#N)c(C#N)c2CC1(C)C	2.0	-1	-11	-3	7	-5	6	18	0
Cc1ccc(C=Nc2ccccc2C#N)s1	0.9	3	-15	0	-3	0	6	19	1
CCCCc1nc(NCCN)c(C#N)c2c1CSC(C)(C)C2	4.9	6	-13	4	0	6	1	24	16
CNS(=O)(=O)c1cccc(C(=O)OCC(=O)Nc2nc(OC)cc(OC)n2)c1	1.9	2	0	3	-2	3	1	-17	4
O=C(Nc1ccc2c(c1)CCC2)c1cccc(S(=O)(=O)N2CCN(c3ccccc3)CC2)c1	-0.5	9	-1	3	-11	-5	2	15	0
Cc1ccc(CNC(=O)COC(=O)c2ccc(Br)cc2)cc1	0.0	1	-6	-2	-2	1	3	2	0
CCC(c1nnnn1-c1c(C)cccc1C)N1CCN(CCN2CCOCC2)CC1 (centres undefined)	0.6	2	-30	-4	7	3	-1	17	1
C=CCn1c(-c2sc3nc(C)cc(C)c3c2N)n[nH]c1=S	0.1	4	-1	3	-2	-5	15	-3	0
O=C(c1csc2ccccc12)N1CCN(c2ccccn2)CC1	1.4	4	12	2	-13	-3	-5	-5	5
CCCCn1c(SCC(=O)NCC2CCCO2)nc2ccc(N3CCOCC3)cc2c1=O (centres undefined)	0.3	1	1	-2	-4	-3	-1	-8	1
CCC(=O)N(CCC(Cc1ccccc1)c1ccc2c(c1)OCO2)Cc1ccccc1F (centres undefined)	1.2	7	-13	-5	-5	-8	2	20	-1
Cc1ccc(C)n1-c1nnc(N2CCC(C(=O)NCCCN3CC(C)CC(C)C3)CC2)s1 (centres undefined)	0.1	-1	-3	-3	-4	-2	1	-14	1
CC(=O)c1c(C)[nH]c(C(=O)NC2CCCCC2)c1C	-0.1	0	15	-1	-5	1	1	-7	1
COc1ccc(C)cc1NC(=O)C(=O)N/N=C(\C)CC(=O)Nc1cccnc1	-0.2	-3	-6	-3	3	-4	0	-2	0
CN1CCN(c2ccc(S(=O)(=O)N3CCCCC3)cc2NC(=O)COc2ccc(F)cc2)CC1	0.8	5	-3	-2	3	-1	-3	9	3
O=C(c1cccs1)N1CCC(Cc2ccccc2)CC1	0.8	0	-4	-3	1	13	-11	1	1
COc1ccc(-c2nn(C)c(=O)c3ccccc23)cc1CNC(=O)C1CCCCC1	1.3	5	4	-5	5	-20	-13	-19	4
Cc1ccc(S(=O)(=O)NCc2nc3nc(C)cc(C)n3n2)c(C)c1	0.6	-2	-13	1	-1	3	-5	17	1
Cn1c(O)c(N=NC(=S)Nc2ccccc2F)c2cc(S(=O)(=O)N3CCOCC3)ccc21	0.3	7	-10	-3	-2	-4	4	13	0
COc1ncnc2c1ncn2CCCN(C)Cc1ccco1	0.7	4	-9	-2	3	5	-3	18	0
CCCCCCCC(=O)Nc1ccc(C(=O)N/N=C/c2cccc([N+](=O)[O-])c2)cc1	0.5	-3	-7	-7	2	11	-12	-2	0
CC(Oc1ccccc1)c1nnc(SCC(=O)NC2CC2)n1C (centres undefined)	0.1	3	11	-4	-7	20*	1	-18	2
COCCn1c(C)cc(C(=O)COC(=O)CCN2C(=O)c3ccccc3C2=O)c1C	1.1	1	-3	-2	-6	-6	4	-6	4
O=C1CCCC2=C1C(c1cccs1)n1nc(SCc3ccc(C(=O)O)cc3)nc1N2 (centres undefined)	2.0	10	-16	-1	-3	-1	10	26	1
O=C(CSc1nnc(-c2ccncc2)n1Cc1ccco1)Nc1nc(-c2ccccc2)cs1	0.5	-11	-2	-4	5	0	7	3	2
c1ccc(CSc2nnc(-c3sccc3-n3cccc3)o2)cc1	0.5	-1	-5	-4	-5	-2	-5	19	2
COc1cc2c(=O)n(-c3ccc(C)cc3)c(=O)n(CC(=O)c3ccc4c(c3)OCO4)c2cc1OC	0.3	-1	-1	-2	2	3	-4	11	0
CCCCOc1ccc(-n2nc(C)cc2C)nn1	0.2	4	-13	0	2	0	0	19	0
CCOC(=O)c1cnc(C(F)(F)F)nc1Oc1ccccc1	0.9	5	-8	2	5	-4	-6	17	4
O=C(NS(=O)(=O)c1ccc2ccc(S(=O)(=O)NCCSc3ccccc3)cc2c1)c1cccc2ccccc12	0.8	-2	-22	-2	1	6	-4	16	-1
Cc1ccc(OCCC(=O)Nc2ccc(S(=O)(=O)Nc3cc(C)nc(C)n3)cc2)cc1	-0.1	5	11	3	-2	0	-6	-29	0
COc1cccc(Nc2nc(-c3ccccc3O)nc3ccccc23)c1	0.3	11	2	-1	-5	-3	1	-1	2
CCCCCn1c(SCc2ccncc2)nc2cc(C(=O)NCc3ccco3)ccc2c1=O	-0.7	6	-10	-5	-10	-8	4	-6	1
C#CC[N+](CC)(CC)CC#Cc1ccccc1	1.0	0	-19	-17	0	1	-5	16	1
O=C(c1ccccc1Br)N1CCN(c2ccccc2)CC1	0.3	7	2	-3	-7	8	0	-1	3
CSc1ncccc1C(=O)Nc1ccc2nc(C)sc2c1	0.3	3	-4	6	3	1	2	5	2
C=CCNC(=S)NNC(=O)c1ccc(Br)cc1	3.9	4	-1	2	0	-4	0	23	1
O=C(Cn1cnc2ccccc2c1=O)N/N=C/c1ccc(Br)cc1	1.3	3	-5	-4	8	-5	2	19	1
CCC(C)CCN1C(N(C)C)=NC[C@@H]1CC(C)C (some centres undefined)	0.2	-5	-12	-7	9	13	5	5	3
CC(=O)c1ccc(S(=O)(=O)Oc2ccc(C(=O)O)cc2Cl)cc1	2.4	18	6	-1	-4	-1	0	5	2
CC(=O)Nc1ccc(S(=O)(=O)NNC(=O)COc2ccc(Cl)cc2Cl)cc1	0.4	-6	-17	0	10	4	5	7	0
CC1(c2ccccc2)NC(=O)N(CC(=O)Nc2cc(C(F)(F)F)ccc2N2CCCCC2)C1=O (centres undefined)	13	3	-6	0	2	-2	-7	19	0
COc1cccc(C2=NOC(C(=O)Nc3cccnc3Cl)C2)c1OC (centres undefined)	1.3	2	-9	3	-6	-5	-5	13	2
Cn1ccnc1SCC(=O)Nc1cc(C(F)(F)F)ccc1N1CCOCC1	0.7	-14	-13	4	8	8	-2	16	0

M4 PAM: hit marks shown above
Structure	M5 antag	CHRM5 agonist	M4 PAM	CHRM4 antagonist	CHRM4 agonist
CC(Oc1ccccc1)c1nnc(SCC(=O)NC2CC2)n1C (centres undefined)	3	-4	20*	1	2

Later entries:
SMILES	CHO-K1 Ca ag	M5 antag	CHO-K1 Ca antag	CHRM5 agonist	CHRM5 PAM	M4 PAM	CHRM4 antagonist	CHO-K1 Ca PAM	CHRM4 agonist
Cc1ccc(S(=O)(=O)N(C)c2ccc(C(=O)NCC(c3ccccc3)N3CCCC3)cc2)cc1 (centres undefined)	2.0	4	-11	-3	-8	-3	-5	14	4
COc1cccc(C(=O)N(Cc2ccc3c(c2)OCO3)Cc2nc3ccccc3c(=O)[nH]2)c1	1.5	0	-14	3	1	-6	2	25	1
Cc1sc(NC(=S)NC(=O)c2ccc(C(C)(C)C)cc2)c(C#N)c1C	0.5	-5	-12	2	3	12	-1	5	1
COc1ccc(C(=O)NCc2nnc(SCC(=O)N3CCCCCC3)o2)cc1OC	1.8	-5	-6	-3	6	6	0	11	1
Cc1ccc([C@@H]2CC(=O)[C@@H]3CN(S(=O)(=O)c4ccc(C)cc4)[C@H](c4ccc(Cl)cc4)C[C@@H]3N2S(=O)(=O)c2ccc(C)cc2)cc1	1.1	-9	-7	1	3	0	-12	12	1
Cc1ccc(NC(=O)NNC(=O)c2ccccc2)cc1	2.7	8	-1	0	-4	-4	4	14	1
CC(=O)c1c(N)[nH]c(-c2ccccc2)nc1=S	0.6	5	-10	-3	0	6	-7	22	2
Cc1ccsc1C(=O)NCC(c1cccs1)N1CCOCC1 (centres undefined)	-0.1	0	-4	0	3	8	-10	3	1
COc1ccc(C(=O)COC(=O)CCN=C2NS(=O)(=O)c3ccccc32)c(OC)c1	8.6	-1	10	-3	-7	-6	-12	-6	0
CCOc1c2ccc(C(=O)NCc3ccc(OC(F)(F)F)cc3)cc2nn1CC	0.7	-8	-11	-1	5	-2	-2	9	1
CN(C)S(=O)(=O)c1ccc(N2CCCC2)c(C(=O)N2CCN(c3ccc([N+](=O)[O-])cc3)CC2)c1	0.1	9	1	-8	-15	1	-7	6	1
COCCNC(=O)c1ccc(-c2cn[nH]c2)c2ccoc12	0.2	3	0	-1	-1	5	-4	10	0
CCOC(=O)Cn1nc(C)c(NC(=O)c2ccc([N+](=O)[O-])c(C)c2)c1C	-0.1	-10	4	7	1	10	-8	-9	1
C=CCN1C(=O)/C(=C/c2ccc(O)c(OC)c2)S/C1=N/c1nccs1	17*	20	24*	13	-8	-11	18	11	22
Cc1ccc(NC(=O)Cn2c(=O)n(Cc3ccco3)c(=N)c3c4c(sc32)COC(C)(C)C4)cc1	-0.5	-9	-11	-1	1	5	-9	16	0
COc1ccc(CCNC(=O)c2coc3ccccc3c2=O)cc1OC	3.5	5	-6	1	-5	-2	-8	7	7
COc1ccc(/C=C2\SC(=N)N(c3nccs3)C2=O)cc1OC	2.6	18	12	-1	-14	-11	11	-7	4
COc1ccc(C)cc1-n1nnnc1SCC(=O)Nc1cc(C)on1	3.6	4	-10	5	-4	0	9	20	2
COC(CNC(=O)CNC(=S)N(Cc1ccccc1)Cc1cccs1)OC	0.7	-2	-7	-1	2	15	-15	18	2
O=C(Nc1cccnc1)C1CCCN(c2ncnc3c2nc2n3CCCCC2)C1 (centres undefined)	1.0	-1	0	-4	-4	-8	12	-22	3
O=C(CSc1nnc2ccccn12)NNC(=O)c1ccc([N+](=O)[O-])cc1	0.5	-4	0	2	6	7	-7	-4	0
CC(C)c1ccc(/C=N/NC(=O)c2cccc(Cl)c2)cc1	-0.2	7	11	-3	0	3	4	-8	1
COc1ccccc1NC(=O)COc1ccc2ccccc2c1	0.7	9	0	-2	-1	-3	4	-14	5
